# Assay outcomes deposited in PubChem BioAssay by several laboratories.
# TCR CD3 inh – inhibitors of human TCR-CD3 interaction, primary screen, biochemical, fluorescence, TAMRA-labeled TCR probe; T-cell receptor (TCR); inhibition, % at 9.4 µM; 360,000 compounds, 0.37% hits; in the data active means inhibition above about 19%;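 further: recombinant mutant TCR 2C K166C tagged with TAMRA read by polarization; 0% = receptor in buffer alone and 100% = receptor with positive control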
# mABHD4 FP – ABHD4 inhibitors, primary screen, biochemical, fluorescence polarization, mouse. 370,000 compounds, 0.54% hits. (Lyso)-N-acylphosphatidylethanolamine lipase (Mus musculus), Q8VD66. AID 720543, 2013. inhibition, % at 8.92 µM. purified mABHD4, FP-Rh probe fluorescence polarization;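 active means inhibition exceeding the mean over every tested compound plus 3 SD, cut at about 30% in these data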;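 further: 0% = plate median of compound wells and 100% = S159A mutant with DMSO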
#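 Assay system: wild-type mouse ABHD4 protein; compound: single nominal dose of 8.92 µM, 0.89% DMSO final; schedule: 45 min + 60 min at 25 °C; measured by: FP readout, ex 525 nm / em 598 nm; evaluation: % inhibition of FP-Rh probe binding versus controls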
# PRMT1 FP inh – PRMT1 methyltransferase inhibitors, primary screen, biochemical, fluorescence polarization | 370,000 compounds, 1.3% hits | inhibition, % at 2.79 µM | recombinant PRMT1, activity-based probe fluorescence polarization | AID 652257, 2013 | Protein arginine N-methyltransferase 1 (Homo sapiens), Q99873;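 active means inhibition above about 21% made by adding two undisclosed values, limit read from the data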
# Target sequence (Q99873 whole entry, looked up): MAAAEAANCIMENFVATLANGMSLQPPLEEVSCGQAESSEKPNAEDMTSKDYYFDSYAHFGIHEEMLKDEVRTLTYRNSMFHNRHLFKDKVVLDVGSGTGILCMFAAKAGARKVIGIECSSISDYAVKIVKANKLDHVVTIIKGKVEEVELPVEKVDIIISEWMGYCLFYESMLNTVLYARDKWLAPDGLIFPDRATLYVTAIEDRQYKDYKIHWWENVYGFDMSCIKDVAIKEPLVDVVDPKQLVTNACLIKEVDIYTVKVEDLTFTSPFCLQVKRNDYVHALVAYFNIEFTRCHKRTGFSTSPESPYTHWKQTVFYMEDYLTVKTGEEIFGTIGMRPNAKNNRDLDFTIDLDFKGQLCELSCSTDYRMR
# SIAE inh – human SIAE inhibitors, primary screen, biochemical, fluorescence polarization, FP-Rh probe, 1536-well HTS | SIAE FP-Rh probe binding | 370,000 compounds, 0.69% hits | inhibition, % at 9.66 µM | AID 1053197, 2014 | Sialate O-acetylesterase (Homo sapiens), Q9HAT2;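 active means inhibition above a cutoff: mean of compounds within the control limits plus 3 SD of those, cut at about 17% in these data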;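 further: 0% = plate median of compound wells and 100% = probe without SIAE protein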
# LEDGF integ inh – blockers of LEDGF/p75-dependent integrase strand transfer – biochemical, TR-FRET, high throughput, primary screen. HIV-1 integrase (with human LEDGF/p75). TR-FRET IN-LEDGF/p75 DNA integration, Eu/Cy5. inhibition, % at 3.7 µM. 370,000 compounds, 0.64% hits. AID 743269, 2014;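 active means inhibition above the screen-wide mean plus 3 SD, cut at about 13% in these data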;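 further: signal is the Cy5 over europium emission ratio at 671 and 618 nm; 0% = plate median of compound wells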
# HTRA1 inhibitor – HTRA1 serine protease inhibitors, primary screen, biochemical, fluorescence polarization, HTS | Q92743 | recombinant HTRA1, FP-rhodamine activity-based probe | inhibition, % at 5.96 µM | 340,000 compounds, 0.5% hits; in the data active means inhibition above about 36%;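 further: 0% = enzyme with DMSO and 100% = wells lacking enzyme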
# Target sequence (Q92743 whole entry, looked up): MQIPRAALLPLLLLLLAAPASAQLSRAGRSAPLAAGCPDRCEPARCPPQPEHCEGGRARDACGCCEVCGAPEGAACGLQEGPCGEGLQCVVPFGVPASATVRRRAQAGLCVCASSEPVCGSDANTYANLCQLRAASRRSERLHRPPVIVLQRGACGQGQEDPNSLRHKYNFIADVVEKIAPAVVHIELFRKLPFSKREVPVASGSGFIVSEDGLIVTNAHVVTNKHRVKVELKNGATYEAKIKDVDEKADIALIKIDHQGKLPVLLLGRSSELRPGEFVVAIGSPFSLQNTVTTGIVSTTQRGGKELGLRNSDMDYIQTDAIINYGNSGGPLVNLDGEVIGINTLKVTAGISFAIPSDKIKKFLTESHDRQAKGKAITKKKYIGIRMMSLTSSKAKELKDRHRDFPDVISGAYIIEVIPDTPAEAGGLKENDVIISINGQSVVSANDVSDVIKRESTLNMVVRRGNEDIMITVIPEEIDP
# TDP2 inh – human TDP2 enzyme inhibitors, primary screen, biochemical, epi absorbance, recombinant enzyme; Tyrosyl-DNA phosphodiesterase 2 (Homo sapiens), O95551; T5PNP hydrolysis, p-nitrophenol absorbance 415 nm; inhibition, % at 12.8 µM; 370,000 compounds, 0.34% hits;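 active means inhibition above the mean of all tested compounds plus 3 SD, set per campaign, cut at about 25% in these data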;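 further: 0% = DMSO with enzyme and 100% = buffer with substrate but no TDP2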
#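 Read-out basis: percent inhibition. System: recombinant human TDP2. Buffer or medium: Mg2+-containing Tris-HCl buffer, pH 7.5. Repeats: single replicate. Timing: reaction 2 h, 37 °C. Benchmarks: high control without enzyme, low control DMSO plus TDP2. Probe or stimulus: 5 mM T5PNP. Doses: 12.8 µM only. Measured by: epi absorbance of p-nitrophenol freed from T5PNP by hydrolysis.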
# MBD2 inh – inhibitors of MBD2 binding to methylated DNA, primary screen, biochemical, TR-FRET, DNA-binding domain, human; Methyl-CpG-binding domain protein 2 (Homo sapiens), Q9UBB5; MBD2 binding to methylated oligonucleotide; inhibition, % at 4.4 µM; 370,000 compounds, 0.31% hits; AID 686964, 2013; in the data active means inhibition above about 13%
# NPR2 activator – human GC-B receptor activators, primary screen, HEK293 GC-B cells, cGMP TR-FRET, EC30 CNP. Atrial natriuretic peptide receptor 2 (Homo sapiens), P20594. 0% at EC30 CNP, 100% saturating CNP. activation, % at 10 µM. 370,000 compounds, 0.11% hits. AID 1920062, 2024;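 active means activation at 10 µM reaching about 35% in either raw or pattern-adjusted values, limit read from the data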
# rCAG binder – binders of r(CAG) RNA repeats, primary screen, biochemical, fluorescence | r(CAG) RNA repeat, TO-PRO-1 dye displacement fluorescence | inhibition, % at 3 µM | 370,000 compounds, 1.3% hits | AID 651821, 2012;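 active means inhibition above the plate cutoff, the mean of all test compounds on that plate plus 3 SD, cut at about 35% in these data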;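 further: 0% = DMSO alone and 100% = 100 µM mitoxantrone as full dye displacement; higher means more dye released from RNA so lower well fluorescence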
# * marks the source's active call; other numbers are inactive results; nt = no result given. Only part of the results is shown, so the mix of outcomes need not match the whole.
SMILES | TCR CD3 inh | mABHD4 FP | PRMT1 FP inh | SIAE inh | LEDGF integ inh | HTRA1 inhibitor | TDP2 inh | MBD2 inh | NPR2 activator | rCAG binder
Cc1ccccc1Cn1cnc2c(NS(C)(=O)=O)c(C)c(C)cc21 | -4 | -21 | 5 | -5 | -4 | -6 | -18 | 6 | 3 | -2
O=C1CN(c2nc(-c3cccnc3)nc3sc4c(c23)CCCC4)CCN1 | 4 | -7 | -4 | -11 | 2 | -13 | -10 | 1 | 27 | -4
COc1ccc(-n2nc(C)cc2N)cc1 | 4 | 1 | -2 | 2 | 3 | 2 | 7 | 5 | 0 | -4
CC1(C)CC(NC(=O)c2cc(S(=O)(=O)N3CCCCC3)ccc2Cl)CC(C)(C)N1 | -5 | 4 | -2 | 4 | 1 | 3 | 10 | -1 | 2 | -1
CN(C)C(=O)c1ccc(NC(=O)CN2CCc3cc4c(cc3C2)OCCCO4)cc1 | 2 | 6 | 2 | 1 | -1 | 11 | 18 | -7 | -2 | -5
OC(c1ccccc1)C(Nc1ccccn1)c1ccccc1 (centres undefined) | -1 | 1 | 0 | -5 | -5 | 4 | -4 | 2 | 5 | 0
Cc1ccc(C(=O)NNC(=O)CCC(=O)NCc2ccccc2)cc1Br | 1 | -3 | -5 | 5 | 3 | 3 | -5 | -3 | -2 | 0
COc1ccc2oc(=O)c(NC(=O)C3CCCCC3)cc2c1 | 7 | 4 | -1 | 3 | -5 | -8 | 0 | 0 | -1 | 1
Cc1ccc2sc(N(CCCN(C)C)C(=O)c3nc4ccccc4s3)nc2c1C | 7 | 3 | 0 | 3 | 1 | -12 | 4 | 4 | -3 | 5
COc1ccc(C)cc1S(=O)(=O)NCC(c1ccc2c(c1)OCO2)N1CCN(C)CC1 (centres undefined) | 2 | 1 | -1 | 0 | -1 | -2 | 2 | -3 | -7 | -3
Cc1ccc(C2(SCC(N)C(=O)O)c3ccccc3-c3ccccc32)cc1 (centres undefined) | -5 | -21 | 10 | -15 | 4 | -60 | -16 | 2 | -12 | 21
Cc1ccc2oc(=O)c3cnn(CC(=O)N(Cc4ccco4)C4CCCCC4)c3c2c1 | 0 | 28 | -3 | -4 | 3 | -7 | 2 | 0 | -10 | 4
CCCCN(CC)C(=O)Cc1c(C(=O)O)[nH]c2ccc(Cl)cc12 | 5 | 0 | 0 | 9 | 3 | -3 | -4 | 0 | 1 | 25
CCn1c(SCC(=O)NCCOc2ccccc2)nc2ccccc2c1=O | -7 | -6 | -4 | -6 | -3 | -5 | -18 | -3 | 1 | 0
CCCCN(C)C(=O)c1c[nH]c2ccc(S(=O)(=O)N3CCOCC3)cc2c1=O | -3 | 3 | -4 | 8 | 4 | 1 | -12 | -5 | -1 | 1
CCCOc1ccc(C2c3c(oc4ccccc4c3=O)C(=O)N2CCN(CC)CC)cc1OC (centres undefined) | 4 | -2 | -3 | 4 | 1 | 2 | 0 | 3 | 2 | -5
CC1CCN(C(=O)c2cc(Cl)ccc2NC(=O)c2ccco2)CC1 | -13 | -2 | -1 | 6 | -3 | -4 | -1 | -3 | 8 | -1
O=Cc1cccc(OCc2cn(CC(=O)c3ccc(O)cc3)nn2)c1 | 1 | 6 | 4 | 6 | 3 | -7 | 6 | 12 | -3 | 2
O=C(CCC(=O)NNC(=O)c1ccc([N+](=O)[O-])cc1)NCc1ccccc1 | 0 | -5 | -2 | 2 | 1 | 3 | 8 | -1 | -2 | -1
O=C(Cc1n[nH]c(=O)c2ccccc12)N/N=C/c1cc2c(cc1Cl)OCO2 | -10 | 1 | 1 | -3 | -2 | 4 | -8 | 5 | -3 | 3
O=C(Nc1ccccc1)Nc1nc(-c2ccc(Cl)cc2)cs1 | -4 | 0 | -2 | 2 | 3 | -2 | 3 | -6 | -9 | 17
Cc1ccc(NC(=O)C2CCN(S(C)(=O)=O)CC2)cc1Cl | 1 | -1 | 2 | 6 | -5 | -11 | 5 | 2 | 1 | 3
CCc1ccc(-c2cc(C(=O)O)c3ccccc3n2)s1 | -1 | -14 | 16 | -6 | -2 | -8 | -9 | 6 | 2 | 16
CCN(CC)c1ccc(NC(=S)NC(=O)Cc2ccccc2)cc1 | -4 | 11 | 4 | 12 | -1 | 11 | 3 | 1 | 1 | 3
COc1ccccc1Cn1c(C)c(C(=O)NCc2ccc(C#N)cc2)sc1=O | 7 | -6 | -4 | -2 | 1 | nt | 2 | 1 | -10 | 1
Cc1ccc2nc(C)c(C(=O)N/N=C/c3cccs3)n2c1 | 7 | 6 | 0 | 8 | 3 | 10 | -3 | -8 | 2 | 1
O=C1COc2cc(ccc2[N+](=O)[O-])Oc2ccc(cc2Cl)C(=O)CCCCO1 | 10 | -5 | -1 | 3 | 2 | 3 | 4 | 0 | 6 | -1
O=C(CCN1C(=O)/C(=C/c2ccc(F)cc2)SC1=S)Nc1cccnc1 | -4 | -14 | 7 | -7 | 8 | -1 | 1 | 9 | -2 | 3
CCOc1ccc(N2C(=O)CC(NCCNc3ccc(C(=O)c4cccs4)cc3)C2=O)cc1 (centres undefined) | 0 | -1 | 2 | 4 | -1 | -8 | 8 | -1 | -5 | 8
Cc1nc(NC(=O)c2cc(-n3cnnc3)ccc2Cl)ccc1Br | 2 | 3 | -1 | -9 | 1 | -3 | 6 | 6 | -4 | 4

# Following part
compound	TCR CD3 inh	mABHD4 FP	PRMT1 FP inh	SIAE inh	LEDGF integ inh	HTRA1 inhibitor	TDP2 inh	MBD2 inh	NPR2 activator	rCAG binder
Cc1nc(C(F)(F)F)ccc1C(=O)Nc1ccccc1N1CCOCC1	4	5	1	-7	-3	13	-3	1	0	-3
N=C1C(=O)OCC1c1cc(Cl)ccc1NC(=O)Nc1ccccc1 (centres undefined)	2	-2	3	-1	0	2	4	8	0	0
C=CCOc1ccc(/C=C/C(=O)OCC(=O)NCC2CCCO2)cc1 (centres undefined)	-1	-3	-2	13	-2	4	-7	2	-2	-7
CC1CN(C(=O)c2c(Br)cnn2C)CC(C)O1 (centres undefined)	-2	-5	-1	-3	1	-3	4	7	8	-2
O=C(NC1CCN(C(=O)Nc2ccccc2Cl)CC1)c1ccccc1	-7	1	1	-2	-5	0	9	1	1	-4
c1ccc(Cn2cc(-c3ccccc3)cn2)cc1	3	-11	6	-5	2	-3	-2	3	-4	5
C=CC[C@@H]1NN2C(=O)[C@@H](CCCC)[C@@H]3c4ccccc4C=NN3[C@@H]2c2ccccc21	nt	0	-3	-3	-2	nt	1	-1	-4	-1
CC(C=CC(O)=C1C(=O)CNC1=O)=C[C@@H](C)C1OC2(C)OC(C(=O)C3O[C@@]32C)C1C (some centres undefined)	9	3	-4	5	22*	nt	-1	-7	1	8
COC(=O)c1cc(OC)c(OC)cc1NC(=O)c1c(-c2ccccc2Cl)noc1C	0	0	-2	-11	0	-1	7	3	-16	-2
CCOc1ccc(C(=O)N/N=C/c2cccc3cccnc23)cc1	1	-2	-2	-4	-1	5	0	0	0	2
O=C(Oc1ccccc1C(=O)Nc1ccccc1)c1ccccc1Br	-5	-15	0	0	2	7	-6	-1	-4	3
O=C(CCn1c(SCC(=O)c2ccccc2)nc2ccccc2c1=O)NCc1ccc(F)cc1	2	2	2	-2	-1	4	7	2	-9	4
COc1ccccc1C(=O)NC(=O)COC(=O)C1CC1C (centres undefined)	-6	7	0	-3	0	-3	11	1	1	-5
COc1cc(C(C)=O)ccc1Oc1ncnc2c1cnn2-c1ccc(F)cc1	-1	7	2	-5	2	-1	6	2	-2	-1
COC(=O)CNC(=O)CNC(=O)Nc1ccccc1	3	0	-2	-8	1	2	-9	0	0	3
Cc1ccc(CNCCC2=CCCCC2)cc1	0	3	0	-2	3	3	-1	4	-18	9

# Reformatted with values under each structure: eleven of the compounds above
# Fields: TCR CD3 inh	mABHD4 FP	PRMT1 FP inh	SIAE inh	LEDGF integ inh	HTRA1 inhibitor	TDP2 inh	MBD2 inh	NPR2 activator	rCAG binder
O=C(NC1CCN(C(=O)Nc2ccccc2Cl)CC1)c1ccccc1
→ -7	1	1	-2	-5	0	9	1	1	-4
c1ccc(Cn2cc(-c3ccccc3)cn2)cc1
→ 3	-11	6	-5	2	-3	-2	3	-4	5
C=CC[C@@H]1NN2C(=O)[C@@H](CCCC)[C@@H]3c4ccccc4C=NN3[C@@H]2c2ccccc21
→ nt	0	-3	-3	-2	nt	1	-1	-4	-1
CC(C=CC(O)=C1C(=O)CNC1=O)=C[C@@H](C)C1OC2(C)OC(C(=O)C3O[C@@]32C)C1C (some centres undefined)
→ 9	3	-4	5	22*	nt	-1	-7	1	8
COC(=O)c1cc(OC)c(OC)cc1NC(=O)c1c(-c2ccccc2Cl)noc1C
→ 0	0	-2	-11	0	-1	7	3	-16	-2
CCOc1ccc(C(=O)N/N=C/c2cccc3cccnc23)cc1
→ 1	-2	-2	-4	-1	5	0	0	0	2
O=C(Oc1ccccc1C(=O)Nc1ccccc1)c1ccccc1Br
→ -5	-15	0	0	2	7	-6	-1	-4	3
O=C(CCn1c(SCC(=O)c2ccccc2)nc2ccccc2c1=O)NCc1ccc(F)cc1
→ 2	2	2	-2	-1	4	7	2	-9	4
COc1ccccc1C(=O)NC(=O)COC(=O)C1CC1C (centres undefined)
→ -6	7	0	-3	0	-3	11	1	1	-5
COc1cc(C(C)=O)ccc1Oc1ncnc2c1cnn2-c1ccc(F)cc1
→ -1	7	2	-5	2	-1	6	2	-2	-1
COC(=O)CNC(=O)CNC(=O)Nc1ccccc1
→ 3	0	-2	-8	1	2	-9	0	0	3
